# High-throughput results as filed in PubChem BioAssay.
# KOR beta-arrestin-1: KOR antagonists, beta-arrestin recruitment, cell-based, luminescence, uHTS (AID 1778) | Kappa-type opioid receptor (Homo sapiens) | KOR beta-arrestin recruitment, luminescence, antagonist mode; higher % means a stronger effect | one-dose inhibition, % at 10 µM; IC50 in µM for titrated hits | actives 0.091% (n = 290,000); note: strong numbers were not always called active
# HEK293 NOD2/NF-kB: NOD2 signaling inhibitors, cell-based, luminescence, uHTS, HEK293 (AID 1566); HEK293 NOD2/NF-kB luciferase reporter, luminescence; higher % means a stronger effect; inhibition, % at 4 µM, or EC50 in µM where a hit was titrated; actives 0.63% (n = 290,000); note: many of its hits are not listed in these tables
# GPR55 beta-arrestin: GPR55 agonists via beta-arrestin recruitment, primary screen, imaging, U2OS cells, beta-arrestin-GFP redistribution (AID 1961); G-protein coupled receptor 55 (Homo sapiens); U2OS GPR55 beta-arrestin-GFP redistribution imaging; higher % means a stronger effect; one-dose activation, % at 10 µM; EC50 in µM for titrated hits; actives 0.048% (n = 290,000);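 active = activation above 40% with more than 50 cells counted in the well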;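 note: U2OS osteosarcoma cells stably expressing GPR55 and beta-arrestin-GFP; plate controls were DMSO negative control for no effect and LPI positive control for full effect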
# KOR beta-arrestin-2: KOR agonists, beta-arrestin recruitment, primary screen, cell-based, luminescence, uHTS (AID 1777); Kappa-type opioid receptor (Homo sapiens); KOR beta-arrestin recruitment, luminescence; higher % means a stronger effect; activation, % at 10 µM; hits with a dose series show EC50 in µM; actives 0.02% (n = 280,000); in the data active = activation above about 50%, passing the limit was not always enough; note: a part of the inactive calls stands beside numbers as strong as those of hits
# CSM14.1 death rescue: rescue of cells from ER stress-induced death, primary screen, 384-well, CSM14.1, thapsigargin, ATP luminescence (AID 1222); CSM14.1 thapsigargin-induced death rescue, ATP luminescence; higher % means a stronger effect; cellular ATP content (survival), % at 20 µM; hits with a dose series show EC50 in µM; 190,000 tested, under 10 active;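 active = EC50 below 50 µM in the dose-response confirmation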;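 note: death triggered by thapsigargin at about 15 µM added after 2 h compound pretreatment; cell ATP read after overnight thapsigargin exposure of roughly 18 to 22 hours; normalized against plate controls of thapsigargin alone and 5% DMSO vehicle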
# Yfh1-off respiration: enhancers of respiration in Yfh1-depleted yeast, dose response, Friedreich's ataxia, plus single-dose screen (AID 1465). actives 0.074% (n = 220,000). one-dose fold induction at 50 µM; EC50 in µM for titrated hits. S. cerevisiae Yfh1-off respiration, WST-1 reduction, 72 h; higher fold induction means a stronger effect;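 active = fold induction of absorbance versus untreated yeast above a set limit, then at least 30% activation at any dose in follow-up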;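 note: activators that raise dye reduction in frataxin-depleted yeast; strong numbers were not always called active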
# NOD1 NF-kB reporter: NOD1 signaling inhibitors, primary screen, cell-based, luminescence, uHTS (AID 1578); NOD1-driven NF-kB luciferase reporter cells, luminescence; higher % means a stronger effect; actives 1% (n = 290,000); one-dose inhibition, % at 4 µM; EC50 in µM for titrated hits; in the data active = inhibition mostly above about 36%, no sharp cut-off; inactive = mostly below about 34%;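 note: HEK-293T reporter cells stimulated with the NOD1 agonist gamma-tri-DAP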
# NTR1 agonist: agonists of NTR1, primary screen, imaging, U2OS cells, beta-arrestin-GFP, high content (AID 493036); actives 0.17% (n = 330,000); Neurotensin receptor type 1 (Homo sapiens), P30989; NTR1-U2OS beta-arrestin-GFP spot imaging, agonist mode; activation, % at 20 µM;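 active = activation at or above 40% of the spot to cytoplasm intensity ratio, with at least 20 cells analyzed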;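 note: 0% = DMSO without peptide and 100% = 100 nM NTR1 peptide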
# Target sequence (P30989 whole entry, looked up): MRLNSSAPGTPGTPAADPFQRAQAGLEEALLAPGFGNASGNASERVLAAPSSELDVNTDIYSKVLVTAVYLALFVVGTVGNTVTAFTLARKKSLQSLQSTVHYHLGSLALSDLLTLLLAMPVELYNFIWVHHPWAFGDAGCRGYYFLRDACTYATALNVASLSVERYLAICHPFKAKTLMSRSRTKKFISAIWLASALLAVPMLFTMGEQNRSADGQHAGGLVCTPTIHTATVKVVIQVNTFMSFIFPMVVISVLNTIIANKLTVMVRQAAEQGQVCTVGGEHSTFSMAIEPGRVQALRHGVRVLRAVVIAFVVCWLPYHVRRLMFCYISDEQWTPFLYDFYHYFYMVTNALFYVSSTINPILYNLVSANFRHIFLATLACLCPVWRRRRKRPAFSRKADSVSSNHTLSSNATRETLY
# TNAP activation fold: human TNAP enzyme activators, primary screen, biochemical, luminescent, no phosphate acceptor, uHTS (AID 1001); Alkaline phosphatase, tissue-nonspecific isozyme (Homo sapiens); purified TNAP, luminescent activation assay, no phosphate acceptor; higher activation fold means a stronger effect; activation fold at 20 µM, or EC50 in µM where a hit was titrated; actives 0.03% (n = 200,000); in the data active = activation fold from about 3, or a potency from the dose series; inactive = the rest, 99 in 100 with activation fold below about 1.6; note: many of its hits are not listed in these tables
# NTR1 agonist cell count 20 µM: further read-out of NTR1 agonist, marked with its call; cell count; measured here: cell count, cytotoxicity flag
# Starred values were filed as active, the others as inactive; i = inactive; . = not tested or not shown; & = joins results of further samples; [ ] = dose if it differs, or a comment. Cut-off read from the data, not from the text of the source, unless noted: active = inhibition above about 50%; inactive = the rest.
SMILES,KOR beta-arrestin-1,HEK293 NOD2/NF-kB,GPR55 beta-arrestin,KOR beta-arrestin-2,CSM14.1 death rescue,Yfh1-off respiration,NOD1 NF-kB reporter,NTR1 agonist,NTR1 agonist cell count 20 µM,TNAP activation fold
O=C(COC(=O)Cn1cnc2ccccc2c1=O)Nc1ccc(Cl)cc1,-28%,2%,-0.2%,0.6%,-3.4%,i,-16%,-2.8,84,1.1
Fc1cccc(CN2CCN(Cc3nc(-c4cnccn4)no3)CC2)c1,-36%[20 µM],20%,0.6%,-11%,0.2%,i,-17%,-1.3,65,1.1
Cc1ccc(C2CC(c3ccccc3)=NN2C(=S)Nc2ccccc2)o1 (configuration not stated),25%,-112%,-0.1%,-1.2%,1.2%,i,-12%,1.0,33,1.1
CCN(CC)CCCNC(=O)c1cc(-c2cccc(Cl)c2)on1,24%,7%,0.0%,-2.0%,-0.1%,i,0%,-0.2,62,1.1
COc1ccc(-n2nc3c(c2NC(=O)c2ccc(Br)cc2)CS(=O)C3)cc1 (configuration not stated),-37%,-1%,0.7%,4.1%,-1.0%,i,5%,-1.8,83,1.2
CCSCCNC(=O)c1cncc(Br)c1,-28%,-10%,0.3%,14%,-1.6%,i,21%,-1.2,69,1
CCN1CCN(C(=O)c2oc(=O)c3ccccc3c2-c2ccc(C)cc2)CC1,7%,10%,-0.1%,-5.3%,.,i,3%,0.9,54,1
COc1ccc(CC(=O)N2CCCC(C)C2)cc1 (configuration not stated),-42%,-13%,-0.1%,7.2%,-0.3%,i,-20%,3.0,77,1.1
Cc1ccc(C(=O)/C=C/C(=O)O)cc1,-14%,3%,-0.2%,0.9%,0.5%,i,9%,0.6,73,1.2
NC(=O)c1ccccc1NCC(=O)c1ccc(F)cc1,1%,8%,-0.1%,-2.6%,.,.,-12%,0.3,89,.
CC1CCCCN1C(=O)c1ccc(S(=O)(=O)N2CCCCC2C)cc1 (configuration not stated),-11%,2%,0.9%,-0.5%,0.0%,i,-4%,0.5,43,0.9
CCOC(=O)CC(NC(=O)c1cc2cc(Br)ccc2oc1=O)c1cccc([N+](=O)[O-])c1 (configuration not stated),27%,13%,0.2%,2.0%,-0.8%,i,-2%,2.9,48,1
O=C(NCCN1CCOCC1)/C(=C/c1ccco1)NC(=O)c1ccccc1,6%,2%,0.0%,-0.3%,.,.,-12%,0.3,47,.
O=C(N/C(=C\c1ccco1)C(=O)N1CCOCC1)c1ccccc1Cl,6%,-6%,-0.1%,3.8%,.,.,3%,2.3,46,.
Cc1ccc(N2CC(C(=O)OCc3ccccc3F)CC2=O)cc1 (configuration not stated),4%,14%,0.1%,-3.8%,-2.0%,i,-4%,0.4,44,1.1
CCOC(=O)c1c(-c2ccc(OC)cc2)csc1/N=C/C1=C(O)CCCC1=O,-4%,11%,0.1%,-2.0%,-2.7%,i,1%,-1.6,64,0.9
COC(=O)c1ccc(CSc2ncnc3sc(C)c(C)c23)o1,16%,18%,0.0%,-3.7%,0.3%,i,-9%,1.2,59,1.1
CCc1cc(=O)oc2cc(OC(=O)c3ccco3)ccc12,-21%,1%,-0.1%,4.0%,.,.,-21%,1.0,62,.
CN(CC(O)CN1CCOCC1)S(=O)(=O)O (configuration not stated),12%&23%,-23%&10%,-0.1%&0.0%,1.0%&-6.4%,0.4%,i,-12%&-18%,0.8&3.1,58&60,1.1
Cc1ccnc(SCC(=O)c2cccc([N+](=O)[O-])c2)n1,8%,-5%,-0.2%,-4.3%,2.1%,i,-16%,-1.1,29,1
COc1cc(OC)cc(C(=O)N(CN2CCCC2=O)c2ccccc2OC)c1,-20%,4%,0.3%,5.5%,0.3%,i,2%,-0.4,75,1.1
N#Cc1c(C(F)(F)F)cc(-c2ccco2)nc1SCc1ccccn1,-59%,12%,0.2%,9.4%,0.9%,i,-14%,5.3,49,1
O=C(N/C(=C/c1ccc(Br)cc1)C(=O)N1CCCC1=O)c1ccco1,-24%[20 µM],-25%,0.2%,-0.2%,1.1%,i,64%*,-1.1,87,1.1
CC1Cc2cc(S(=O)(=O)N3CCC(C(=O)Nc4ccccn4)CC3)ccc2N1C(=O)C1CCC1 (configuration not stated),-10%,19%,0.3%,-6.7%,.,.,-1%,0.0,69,.
O=C(C[n+]1ccccc1)Nc1c(Cl)cc(Cl)cc1Cl,-52%[20 µM],4%,0.3%,.,-1.9%,i,20%,-1.4,39,1
O=C(OCc1ccc(Cl)cc1Cl)c1cccnc1Cl,-17%,-9%,-0.1%,-0.7%,-0.6%,i,-5%,0.1,94,1
O=C(O)CN1C(=O)/C(=C\c2cccc(OCc3ccccc3)c2)SC1=S,-15%[20 µM],-5%,0.0%,-8.1%,.,.,-20%,0.3,57,.
COc1ccc2cnnc(SCC(=O)Nc3ccc(C(=O)O)cc3)c2c1OC,5%,14%,-0.1%,-0.8%,-1.3%,i,-11%,-0.8,50,1.1
CC(C)(C)NC(=O)C(c1ccco1)N(C(=O)c1ccc(CN2CCOCC2)o1)c1ccccc1 (configuration not stated),3%,8%,0.4%,-6.9%,-0.1%,i,10%,2.2,73,1.2
O=C(Nc1cccc2ccccc12)c1ccc([N+](=O)[O-])cc1,5%,-4%,0.0%,2.5%,.,.,-6%,0.5,54,.
COC(=O)C1(C)NC(c2ccc(O)cc2)C2C(=O)N(c3ccc(C)cc3)C(=O)C21 (configuration not stated),2%,-5%,-0.1%,0.9%,.,.,7%,-0.2,57,.
CCOC(=O)c1c(COC(=O)c2ccco2)nc2ccccc2[n+]1[O-],10%,-10%,-0.1%,-3.4%,.,i,-31%,-0.6,57,1.1
Cc1ccc(NC2=NCCC2)cc1Cl,8%,12%,-0.1%,2.5%,-1.9%,i,-23%,-2.5,70,1.1
CCn1cc(C2=NOC(C(=O)O)C2)c(C)n1 (configuration not stated),25%,16%,-0.1%,-3.0%,3.8%,i,-18%,-0.1,79,1.1
O=C(CSc1nc2c(c(=O)n1-c1ccc(Cl)cc1)SCC2)Nc1ccc2c(c1)OCCO2,7%,0%,-0.1%,-3.0%,-2.2%,i,-26%,-1.6,46,1.2
Cc1ccccc1-n1c(-c2ccncc2)n[nH]c1=S,12%,9%,0.3%,-4.5%,3.6%,i,-6%,-1.4,84,1
COc1cc(OC)c2c(N)c(C#N)c(C(F)(F)C(F)(F)F)nc2c1,-63%,4%,-0.1%,3.3%,2.5%,i,-21%,-2.5,77,1.2
COc1ccc(NC(=O)Nc2c[nH]c(=O)[nH]c2=O)cc1,-3%,13%,-0.1%,-0.9%,.,.,2%,0.3,74,.
COc1ccc(S(=O)(=O)NCC2CCCN(Cc3ccc(O)cc3)C2)cc1 (configuration not stated),-19%,-21%,-0.3%,-2.3%,.,.,-28%,-0.1,71,.
O=C(Cn1ccc(C(F)(F)F)n1)N=Nc1c(O)[nH]c2ccccc12,-13%,-4%,-0.3%,-4.0%,-2.2%,i,-30%,1.9,90,1.2
CN(C)c1ncnc(N(C)C)c1[N+](=O)[O-],16%,16%,-0.3%,7.4%,.,i,-8%,0.2,65,.
COc1ccc(NS(=O)(=O)c2ccc(N/N=C/c3ccc(N4CCOCC4)cc3)c([N+](=O)[O-])c2)cc1,-16%,16%,0.0%,-1.8%,-2.7%,i,-47%,-1.1,48,0.8
O=C(CN1CCCCC1)Nc1nnc(-c2ccc([N+](=O)[O-])cc2)s1,33%,-1%,-0.1%,-4.3%,-1.8%,.,-1%,0.3,42,1.1
Cc1ccc(C(C)C)c(OCC(=O)Nc2cccc(S(=O)(=O)NC3=NCCCCC3)c2)c1,-2%,6%,1.2%,9.6%,.,.,53%*,0.1,61,.
O=C(CSc1nccn1-c1ccccc1)c1ccc(Br)cc1,-30%,-3%,-0.1%,2.7%,-1.3%,i,14%,1.1,48,1.1
C[C@@]12C(=O)N(Cc3ccccc3)CC(=O)N1[C@H](/C=C/c1ccccc1)[C@@H]1C(=O)N(c3ccccc3)C(=O)[C@@H]12,-29%[20 µM],2%,-0.2%,-4.1%,.,.,-22%,0.5,98,.
COc1ccc(NC(=O)c2cc3ccccn3n2)cc1,-3%,-123%,-0.1%,-1.3%,-2.5%,i,-49%,-1.6,43,1.1
CCCCOc1ccc(-c2cn3ccccc3n2)cc1[N+](=O)[O-],10%,-92%,0.0%,-6.3%,-1.7%,i,-74%,5.6,92,1
Cc1ccc(CNC(=O)c2c(-c3ccccc3)noc2C)cc1,-5%,-4%,-0.1%,-2.0%,.,.,1%,-1.3,89,.
COc1cc2c(cc1OC)/C(=C/C(=O)c1ccc(F)cc1)NCC2,23%,5%,-0.1%,-0.3%,.,.,-6%,4.3,76,.
NS(=O)(=O)c1ccc(CCNC(=O)CSc2nc3ccsc3c(=O)n2C2CC2)cc1,19%,1%,-0.2%,-3.2%,-1.3%,i,-11%,1.9,92,1.1
O=C(CSc1nc2cc(S(=O)(=O)N3CCOCC3)ccc2o1)NC1CCCc2ccccc21 (configuration not stated),-67%,2%,0.2%,3.6%,.,i,-1%,-0.8,87,1.1
Cc1cc(C)cc(NC(=O)CSc2ncc(S(=O)(=O)c3ccccc3)c(=O)[nH]2)c1,-9%,23%,0.1%,-0.7%,1.6%,i,-16%,2.9,79,1
CC(NCc1cccc(S(=O)(=O)N(C)C)c1)c1ccc(F)cc1 (configuration not stated),-23%,11%,-0.2%,3.1%,.,i,-5%,-1.3,74,.
CC1CN=C(N(C(=O)Nc2ccccc2)C(C)C)S1 (configuration not stated),-15%,-1%,0.2%,3.5%,-0.1%,i,-37%,-0.2,96,1
CC(C)N1CCC(NC(=O)Nc2ccc3c(c2)OCO3)CC1,-15%[20 µM],-28%,0.1%,0.8%,-1.5%,i,-29%,2.1,78,1.1

# A second format for part of the listing above:
CC1CN=C(N(C(=O)Nc2ccccc2)C(C)C)S1 (configuration not stated)
  KOR beta-arrestin-1 = -15%; HEK293 NOD2/NF-kB = -1%; GPR55 beta-arrestin = 0.2%; KOR beta-arrestin-2 = 3.5%; CSM14.1 death rescue = -0.1%; Yfh1-off respiration = i; NOD1 NF-kB reporter = -37%; NTR1 agonist = -0.2; NTR1 agonist cell count 20 µM = 96; TNAP activation fold = 1
CC(C)N1CCC(NC(=O)Nc2ccc3c(c2)OCO3)CC1
  KOR beta-arrestin-1 = -15%[20 µM]; HEK293 NOD2/NF-kB = -28%; GPR55 beta-arrestin = 0.1%; KOR beta-arrestin-2 = 0.8%; CSM14.1 death rescue = -1.5%; Yfh1-off respiration = i; NOD1 NF-kB reporter = -29%; NTR1 agonist = 2.1; NTR1 agonist cell count 20 µM = 78; TNAP activation fold = 1.1

# These rows are one share of the data; rates above refer to the full screens.
